# Screening data as filed in PubChem.
# ST2 inh = blocks human ST2 binding to IL-33; Q01638; AlphaLISA ST2-Fc/biotin-IL-33 interaction, 1 h; inhibition, % for hits at 17 µM; actives 2.3% (n = 78,000); AID 1259354; in the data active = inhibition above about 30%; inconclusive = mostly about 10% to 28%
# Target sequence (Q01638 whole entry, looked up): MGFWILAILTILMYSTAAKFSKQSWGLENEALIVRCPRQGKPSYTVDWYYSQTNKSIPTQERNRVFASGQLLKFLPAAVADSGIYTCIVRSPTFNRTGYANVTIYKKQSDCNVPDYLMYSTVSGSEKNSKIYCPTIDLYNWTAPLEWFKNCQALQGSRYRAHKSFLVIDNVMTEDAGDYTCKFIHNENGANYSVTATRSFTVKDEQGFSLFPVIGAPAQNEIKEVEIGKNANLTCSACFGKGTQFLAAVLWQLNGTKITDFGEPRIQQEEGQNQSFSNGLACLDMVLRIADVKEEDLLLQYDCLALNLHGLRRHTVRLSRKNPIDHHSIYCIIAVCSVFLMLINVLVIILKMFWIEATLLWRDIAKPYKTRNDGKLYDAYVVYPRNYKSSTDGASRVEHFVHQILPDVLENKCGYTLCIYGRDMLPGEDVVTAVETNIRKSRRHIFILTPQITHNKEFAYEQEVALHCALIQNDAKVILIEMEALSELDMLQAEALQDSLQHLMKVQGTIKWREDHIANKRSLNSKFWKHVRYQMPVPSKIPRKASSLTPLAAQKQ
# Calls only; i = inactive; ? = inconclusive. Some of the compounds tested; count on the stated rates, not on these rows.
SMILES,ST2 inh
COc1ccc(C(=O)CCC(=O)N2CCCC(Nc3cccc(F)c3)C2)cc1 (stereo unspecified),i
Cc1cc(NC(=O)c2noc3c2CCCC3)nn1Cc1ccc(Cl)cc1,?
CCC1CCC(C(=O)NC(C(=O)NCc2cccnc2)C(C)C)CC1 (stereo unspecified),i
COc1ccc([C@H]2OC[C@H]3[C@@H]2CO[C@@H]3c2ccc(OC)c(OC)c2)cc1OC,i
CC(Oc1ccccc1)C(=O)N(c1ccc(F)cc1)C1C=CS(=O)(=O)C1 (stereo unspecified),i
Cc1ccc(C(O)=C2C(=O)C(=O)N(CCN3CCOCC3)C2c2ccco2)cc1 (stereo unspecified),i
COc1ccc2cc3cc(C(=O)NCCN4CCOCC4)oc3nc2c1,i
C=C(C)COc1ccccc1C(=O)N1CCC(c2ccncc2)CC1,i
O=C(Nc1c(C(=O)Nc2ccccc2F)oc2ccccc12)c1ccc(F)c(F)c1,i
CN(C)C(=O)c1cncc(N2CCC(N3CCCC(C(=O)N4CCCC4)C3)CC2)n1 (stereo unspecified),i
Cc1cccc(-c2nc(SC3CC(=O)N(c4ccc(C)c(Cl)c4)C3=O)n[nH]2)c1 (stereo unspecified),i
O=C(Cc1cc2c(cc1Cl)OCCO2)N1CC[C@H](CO)[C@H](O)C1,?
CCn1nc(C)c(C(=O)N2C[C@@H]3C4CCC(CC4)[C@@H]3C2)c1C,?
Cn1c(SCC(=O)NCC2CCCO2)nc2c([nH]c3ccccc32)c1=O (stereo unspecified),i
Cc1cc(C)cc(C(=O)N2CCN=C2SCc2cccnc2)c1,i
CCOC(=O)c1cnc2ccccc2c1Nc1ccccc1OCC,?
COc1ccc(OC)c(C(=O)N2CCN(Cc3ncccc3C)CC2)c1,i
CCOc1ccc2c(c1)CN(c1cc(C)cc(C)c1)CO2,i
CCCc1nnc2sc(Cc3cc4c(cc3Cl)OCCO4)nn12,?
Cn1cc(SCC(=O)Nc2ccc(Br)cc2)c2ccccc21,i
COc1ccc(-c2ccnc(N[C@H]3CO[C@H]4[C@@H]3OC[C@@H]4NS(=O)(=O)c3ccc4ccccc4c3)n2)cc1,?
CCOC(=O)C(C)(C)Sc1nc2c(c(=O)n1-c1ccc(Br)cc1)SCC2,i
CC(C)CN1CC(C(=O)NC2CCC(n3cnnc3)CC2)CC1=O (stereo unspecified),i
O=C(CN1CCCCC1)Nc1c2c(nc3ccccc13)CCC2,i
CCN(CCn1c(=O)oc2ccccc21)CC1CCOCC1,i
COc1cccc(Nc2nc(CC(C)=O)ns2)c1,i
FC(F)(F)c1ccccc1CN1CCCC(Nc2ccc3c(c2)OCO3)C1 (stereo unspecified),?
O=C(CCc1cc(=O)[nH]o1)N1CCCC(Nc2cccc(F)c2)C1 (stereo unspecified),?
CN1CCC(N2CC[C@@H]3[C@H]2C(=O)NC[C@H](CCC(=O)NCc2ccc(F)cc2)N3C)CC1,i
CCCc1cc(C(=O)Nc2cnn(Cc3ccc(Cl)cc3Cl)c2)no1,i
COc1ccc(-c2noc([C@@H]3C[C@H](NCc4ccc(S(C)(=O)=O)cc4)CN3C)n2)cc1,?
O=C(c1cccnc1N1CCC(O)(C(=O)O)CC1)N1CCCCC1,?
CC(=O)N1CCC(N2CC[C@H](c3nc4ccccc4[nH]3)C2)CC1,i
CN1CCc2c(sc3c2C(=O)NC(c2ccc(OC(=O)c4ccccc4)cc2)N3)C1 (stereo unspecified),i
Cc1cc(NC(=O)c2ccc(F)cc2)nc2c1c(=O)oc1ccccc12,i
CSc1nnc(Cc2cc(=O)[nH]c(=O)[nH]2)n1-c1ccccc1,?
CCn1ncc(C(=O)N2CC[C@@]3(O)CCCC[C@H]3C2)c1C,?
COc1nccnc1-c1cc(NCc2cccnc2)nc2[nH]ccc12,?
Cc1[nH]c(-c2ccccc2)nc1C(=O)N1CCCC2(CC1)CN(C)C(=O)O2 (stereo unspecified),i
CCc1ccc(C2CC(c3cccc(OC)c3)n3ncnc3N2)cc1 (stereo unspecified),i

# A second format for part of the listing above:
canonical_smiles | ST2 inh
CC(=O)N1CCC(N2CC[C@H](c3nc4ccccc4[nH]3)C2)CC1 | i
CCc1ccc(C2CC(c3cccc(OC)c3)n3ncnc3N2)cc1 (stereo unspecified) | i
CCn1ncc(C(=O)N2CC[C@@]3(O)CCCC[C@H]3C2)c1C | ?
CN1CCc2c(sc3c2C(=O)NC(c2ccc(OC(=O)c4ccccc4)cc2)N3)C1 (stereo unspecified) | i
COc1nccnc1-c1cc(NCc2cccnc2)nc2[nH]ccc12 | ?
COc1ccc(-c2noc([C@@H]3C[C@H](NCc4ccc(S(C)(=O)=O)cc4)CN3C)n2)cc1 | ?
Cc1[nH]c(-c2ccccc2)nc1C(=O)N1CCCC2(CC1)CN(C)C(=O)O2 (stereo unspecified) | i

# Later entries
SMILES,ST2 inh
C=CCn1c(Oc2ccc(F)cc2)nc2c1c(=O)n(C)c(=O)n2C,i
CCOC(=O)c1c(C)n(C)c2ccc(OC(=O)COc3ccccc3)cc12,i
COc1ccc(Nc2cc(C)nc(Nc3ccc(NC(=O)c4ccc(C(F)(F)F)cc4)cc3)n2)cc1,i
O=C(COc1ccc(Cl)cc1)N1CCN(Cc2ccc3c(c2)OCO3)CC1,?
CCc1ccccc1C(=O)N1CCC(Cc2cccc(C(=O)O)c2)CC1,?
CCc1ccc2cc(-c3ccc(Cl)cc3)cn2c1,i
O=C(NC1CCCCC1)c1nn(-c2ccc(Cl)cc2)c(=O)c2ccccc12,i
OCCn1cnc(-c2ccccc2)c1-c1cc(CN2CCCC2)cs1,?
CC(C)(C)c1ccc(S(=O)(=O)NCCCn2c(C(F)(F)F)nc3cccnc32)cc1,i
COCC(=O)NCC1Cc2cc(C)cc(-c3cc(C(C)=O)ccc3F)c2O1 (stereo unspecified),i
CCN(C(=O)C1(S(=O)(=O)c2ccc(Cl)cc2)CC1)c1ccc(C)c(C)c1,i
Cn1c(=O)cc(SCC(=O)NCCCN2CCc3ccccc3C2)c2ccccc21,i
Cc1ccc(C(=O)Oc2ccccc2NC2=NS(=O)(=O)c3ccccc32)cc1,?
Cc1ccccc1CSC1=NCCN1C(=O)c1ccc2c(c1)OCO2,i
CCCN(CC#Cc1ccccc1)C(=O)c1c(Cl)cnn1CC,i
COc1cccc(N(CC(=O)Nc2cccc([N+](=O)[O-])c2)S(=O)(=O)c2ccccc2)c1,?
O=C(O)C(c1ccccc1)C(C(=O)O)c1ccccc1 (stereo unspecified),?
CSc1nc2c(c(=O)[nH]1)C(c1ccc(Cl)cc1)C1=C(CC(C)(C)CC1=O)N2 (stereo unspecified),i
Cc1cc(C)c(-c2nccn2CCc2ccccn2)c(-n2cccn2)c1,i
COc1cccc(N2CCN(C3C4CC5CC(C4)CC3C5)CC2)c1 (stereo unspecified),i
CC(C)C(=O)Nc1ccc(NC(=O)c2ccc(COc3ccccc3)cc2)cc1,i
CCn1ccnc1CNC1CC(=O)N(Cc2ccc(F)cc2)C1 (stereo unspecified),i
O=C(CSC1=NC(=O)C(c2ccccc2)C(=O)N1)Nc1ccc(Cl)cn1 (stereo unspecified),i
Cc1ccc(NC(=O)N2Cc3[nH]cnc3C[C@H]2c2nc(-c3ccc(C)cc3)no2)cc1,i
CC1=C(C(=O)Nc2ccc(C)cn2)C(c2ccc(F)cc2)C2=C(CC(C)(C)CC2=O)N1 (stereo unspecified),i
Cc1ccc(NC(=O)c2oc3ccccc3c2NC(=O)c2ccc3c(c2)OCO3)cc1,i
COc1ccccc1-c1ccc(NCCNC(C)=O)nn1,i
O=C(CSc1ncccn1)NCC1Cc2cc(Cl)cc(-c3ccc4[nH]ccc4c3)c2O1 (stereo unspecified),?
O=C(NCCc1cccc(Cl)c1)c1cccc([N+](=O)[O-])c1,i
Cc1ccnc(Nc2nc(-c3ccccc3)cs2)c1,i
COc1cccc(CC2CN(C/C(C)=C/c3ccco3)CCO2)c1 (stereo unspecified),i
O=C(c1cc(-c2ccncc2)nc2ccccc12)N1CCOCC1,i
O=C(c1ccc2n[nH]nc2c1)N1CCC(c2[nH]ncc2Cc2ccccc2)CC1,i
CSc1c(CC(=O)O)n(C)c2ccccc12,i
COc1ccc(CC(=O)N2C[C@@H]3C[C@H](C2)c2c(-c4ccc(NC(C)=O)cc4)ccc(=O)n2C3)cc1,?
Cc1cc(CNC(=O)C2CC(=O)Nc3ccc(F)cc32)c2[nH]c(C)c(C)c2c1 (stereo unspecified),i
CCOC(=O)c1csc(Nc2nc3ccc(OC)cc3s2)n1,i
O=C(Nc1ccccc1F)c1cc2ccccn2n1,i
COc1cccc(Cn2c(CNS(=O)(=O)c3ccccc3)nc3cccnc32)c1,i
Cc1ccc(N(C(=O)c2ccccc2)C2C=CS(=O)(=O)C2)cc1 (stereo unspecified),i

# Of the compounds above, these contain bromine:
SMILES,ST2 inh
Cn1cc(SCC(=O)Nc2ccc(Br)cc2)c2ccccc21,i
CCOC(=O)C(C)(C)Sc1nc2c(c(=O)n1-c1ccc(Br)cc1)SCC2,i

# (list continues)
SMILES,ST2 inh
CC(C)Cc1ncc2c(n1)CN(C(=O)CC1C(=O)NCCN1C(C)C)C2 (stereo unspecified),i
O=C(CCC1CCCN(C(=O)c2cccc(Cl)c2)C1)NC1CC1 (stereo unspecified),i
CCCCC1CN(CCNC(=O)c2ccc(N3CCN(C)CC3)cc2)Cc2ccccc2O1 (stereo unspecified),?
CNc1ccc(Cl)cc1C(=O)NCCn1c(C)cc(C)nc1=O,i
COc1ccc(N2CCN(S(=O)(=O)c3ccc(CC(C)C)cc3)CC2)cc1,i
Cc1ccc(CN2C(=O)CCC2C(=O)NC2CCCC2)cc1 (stereo unspecified),i
Cn1ccn2ncc(C(=O)NCCc3ccccn3)c12,?
CCCCS(=O)(=O)C1CCS(=O)(=O)C1 (stereo unspecified),i
CCOC(=O)c1[nH]c(C)c(C(=O)N(C)CC2CCN(CCc3ccc(F)cc3)CC2)c1C,?
CCCS(=O)(=O)c1c(S(=O)(=O)CCC)c2ccccn2c1C(=O)c1ccc(C)cc1,i
CCN(CC)C(=O)C1CCCN(Cc2cc(OC)c(O)c(OC)c2)C1 (stereo unspecified),i
Cc1ccc(C(=O)N2CCC(c3n[nH]c(=O)n3-c3ccccc3)CC2)s1,?
Nc1nc2c(ncn2COCCO)c(=O)[nH]1,i
CC(C)Nc1ccc(-c2cc(N)nc3[nH]ccc23)nn1,i
CC(C)(C)c1ccccc1OCC(=O)NCCc1nc2ccccc2[nH]1,?
Cc1ccc(F)c(-c2ncccc2NC(=O)C(C)C)c1,i
CCCOc1ccc2oc(=O)c3c(c2c1)CCCN3C(=O)CN1CCC(C)CC1,?
Cc1noc(C)c1C1CCCN1C(=O)c1cnn2ccn(C)c12 (stereo unspecified),i
O=C(CN1CCN(Cc2ccccc2)S1(=O)=O)NCc1ccccc1,i
O=C1NC[C@@H](CCC(=O)N2CCOCC2)N2C[C@@H](NC(=S)NC3CC3)C[C@@H]12,i
COc1cc(S(=O)(=O)N2CCN(c3nc(C)cc(N4CCOCC4)n3)CC2)c(C)cc1C,i
CC(=O)N1CCc2c(nc(C)nc2N2CCN(CCc3ccncc3)CC2)C1,i
CC(C)(C)NC(=O)C1CCN(S(=O)(=O)c2ccc(Cl)cc2)CC1,i
COc1ccc(CC(=O)Nc2ccc(S(N)(=O)=O)cc2)cc1,i
Fc1ccc(C2Nc3ccc(F)cc3C3C=CCC32)cc1 (stereo unspecified),?
O=C1c2ccccc2C(=O)C1(CO)c1ccc(F)cc1,?
Cc1ccccc1-c1noc(CN[C@@H]2c3ccccc3C[C@@H]2O)n1,i
COCCN1CCC(C(=O)N2CCC(Oc3ccccc3F)CC2)C1 (stereo unspecified),i
O=C(Cn1nc(-c2ccccc2)ccc1=O)NCCCN1CCOCC1,i
Cc1cccc(N2CCN(c3ncnc4c3cnn4-c3ccccc3)CC2C)c1 (stereo unspecified),?
O=C1CCC(=O)N1c1ccc(-c2ccc(N3C(=O)CCC3=O)cc2)cc1,?
CC(=O)n1cc(/C=C2\N=C(c3ccc(Cl)cc3)OC2=O)c2cc(Br)ccc21,i
C=CCn1c(SCC(=O)NCCc2ccccc2)nc2sc3c(c2c1=O)CCC3,i
Cc1ccc(Nc2cc(C)nc(Nc3ccc(NC(=O)CC(C)(C)C)cc3)n2)cc1,i
O=C(O)CCc1ccc(-c2cccs2)n1-c1ccc(O)cc1,?
Cc1cc(C)nc(N=C(N)C2=C(O)CC(C)(C)CC2=O)n1,i
CCCCOc1ccc(S(=O)(=O)NCc2cccnc2)cc1,i
c1cc(CN(Cc2ccc3nonc3c2)CC2CCCO2)cs1 (stereo unspecified),?
Cc1cc(-c2ccc(NC(=O)CCC(=O)O)c(C)c2)ccc1NC(=O)CCC(=O)O,i
CCC1CCC(C(=O)NC(C(=O)NCc2cccs2)C(C)C)CC1 (stereo unspecified),i

# Among those listed so far, seven contain a thiophene ring, fused or not:
SMILES,ST2 inh
CN1CCc2c(sc3c2C(=O)NC(c2ccc(OC(=O)c4ccccc4)cc2)N3)C1 (stereo unspecified),i
OCCn1cnc(-c2ccccc2)c1-c1cc(CN2CCCC2)cs1,?
Cc1ccc(C(=O)N2CCC(c3n[nH]c(=O)n3-c3ccccc3)CC2)s1,?
C=CCn1c(SCC(=O)NCCc2ccccc2)nc2sc3c(c2c1=O)CCC3,i
O=C(O)CCc1ccc(-c2cccs2)n1-c1ccc(O)cc1,?
c1cc(CN(Cc2ccc3nonc3c2)CC2CCCO2)cs1 (stereo unspecified),?
CCC1CCC(C(=O)NC(C(=O)NCc2cccs2)C(C)C)CC1 (stereo unspecified),i

# Continuation:
SMILES,ST2 inh
COc1ccc2c(c1)C(C(=O)NCc1cnn3ccccc13)CC(=O)N2 (stereo unspecified),?
O=C(CCC1CCN(C2CCSC2)CC1)Nc1ccccc1Cl (stereo unspecified),i
CCc1ccc(NC(=O)c2ccncc2)cc1,i
COc1cc2c(cc1OC)C(C(=O)Nc1c(F)cccc1F)C(c1ccccc1F)N(C)C2=O (stereo unspecified),i
Cc1cc(O)c(Cc2c(O)cc(C)oc2=O)c(=O)o1,?
Cc1ccc2nc(-c3ccc([N+](=O)[O-])cc3)cn2c1,i
FCCn1cnc(-c2ccccc2)c1-c1ncc[nH]1,?
COc1ccc(CNC(=O)[C@@H]2Cc3nc[nH]c3CN2C(=O)NC2CCCCC2)cc1,?
Cc1ccn2c(=O)cc(COc3cccc(NC(=O)COc4ccccc4F)c3)nc2c1,i
COc1ccc(Br)cc1C1C(C#N)=C(N)OC2=C1C(=O)CC(C)C2 (stereo unspecified),i
